Source: PubChem
HT1080-NT tox – qHTS for induction of synthetic lethality in tumor cells producing 2HG: qHTS for the HT-1080-NT fibrosarcoma cell line; HT-1080-NT fibrosarcoma viability, CellTiter-Glo ATP luminescence, 48 h; AID 686970, 2013; Potency, µM (highest dose often 46.1 µM), for the others: top-dose activity, negative = less viability, usual class: cytotoxic; 360,000 compounds, 1.6% hits;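 further: NT is the 2HG producing partner of a matched IDH1 knockdown line; potency means the concentration at half of the fitted maximal effect; 0% = DMSO-treated cells and -100% = media-only wells without cells; nearly all actives have a fitted effect of over 55% in size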
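Viability by CellTiter-Glo luminescence after 48 h compound exposure at 37C of HT-1080-NT cells (750/well, RPMI, 5% FBS). % activity scaled between DMSO wells and medium-only wells, then curve-fitted and categorized by curve class.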
KB-V1 MDR tox – qHTS assay for MDR1-selective chemotherapeutics: Primary screen using the drug-selected MDR subline cells KB-V1. KB-V1 MDR cells viability, CellTiter-Glo, 72 h. Potency, µM (series often up to 46.1 µM), for inactives: at the highest dose activity change, negative = cytotoxicity, actives largely listed as cytotoxic. 400,000 compounds, 3.4% hits. AID 1347076, 2019; further: potency means the concentration at half of the fitted maximal effect; on the % scale 0 is the no-effect control and ±100 the full control effect; nearly all actives have a fitted effect of over 60% in size
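Cytotoxicity via CellTiter-Glo luminescence after 72 h compound exposure at 37 degrees C. Cells: drug-selected KB-V1 line, DMEM phenol-red free plus 10% FBS. Compounds tested at multiple concentrations; normalized data fitted to concentration-effect curves.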
SW480 rereplic – A quantitative high throughput screen for small molecules that induce DNA re-replication in SW480 colon adenocarcinoma cells | SW480 DNA re-replication, Hoechst DNA content imaging, 48 h | 340,000 compounds, 1.8% hits | Potency, µM (series often up to 46.1 µM), for inactives: at the highest dose re-replication activation, hits mostly activators; further: potency means the concentration at half of the fitted maximal effect; % of control where 0% means no effect; nearly all actives have a fitted effect of over 55% in size
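SW480 cells exposed to compounds for 48 hr at 37 C, 5% CO2, then Hoechst-stained 40 min. Nuclear DNA content imaged by fluorescence scanning (405 nm excitation, 500-530 nm emission); re-replication scored as increased high-intensity nuclei.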
IL1B secr inh – qHTS for Inhibitors of Inflammasome Signaling: IL-1-beta AlphaLISA Primary Screen; AID 743279, 2014; THP-1 LPS/ATP IL-1B secretion, AlphaLISA, 16 h; active compounds read low; 360,000 compounds, 4.7% hits; activity change, % at 57.5 µM; in the data active means activity change below about -50%; inconclusive means mostly about -30% to -49%; further: on the % scale 0 is the no-effect control and ±100 the full control effect
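Secreted IL-1B measured by AlphaLISA bead assay after 16 h compound exposure of THP-1 cells; compounds (final up to 57.5 uM) added 1 h before LPS (250 ng/mL) and ATP (1.25 mM) stimulation; lower signal means less secretion.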
D3 ag – qHTS of D3 Dopamine Receptor Agonist: qHTS | D3R DiscoveRx beta-arrestin cells, luminescence, 90 min | max activation, % | 410,000 compounds, 0.58% hits | D(3) dopamine receptor (Homo sapiens), P35462; in the data active means max activation above about 30%; further: 0% is about no effect; mostly tested at two doses, the higher about 12 µM
Target sequence (P35462 whole entry, looked up): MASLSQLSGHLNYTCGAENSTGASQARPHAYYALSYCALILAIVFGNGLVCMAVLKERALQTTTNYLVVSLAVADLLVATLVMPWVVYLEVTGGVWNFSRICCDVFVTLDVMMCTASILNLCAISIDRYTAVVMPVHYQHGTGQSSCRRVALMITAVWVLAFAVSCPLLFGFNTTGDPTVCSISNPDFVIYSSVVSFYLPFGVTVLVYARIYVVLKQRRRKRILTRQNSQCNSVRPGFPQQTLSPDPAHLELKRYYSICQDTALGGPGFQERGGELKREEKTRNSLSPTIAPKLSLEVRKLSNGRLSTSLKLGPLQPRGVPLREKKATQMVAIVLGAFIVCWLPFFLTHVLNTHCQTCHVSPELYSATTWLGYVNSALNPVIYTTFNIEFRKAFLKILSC
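Cells at 1500/well, incubated overnight, then treated with pinned compounds (dopamine as control) for 90 min at 37 degrees C. DiscoveRx reagent added for 30 - 60 minutes at room temperature; luminescence read.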
MCF10A rerep – A quantitative high throughput screen for small molecules that induce DNA re-replication in MCF 10a normal breast cells; MCF 10A DNA re-replication, Hoechst nuclear intensity, 48 h; Potency, µM (titrated, usually from 46.1 µM), inactives show at the highest dose activity, positive = re-replication, hits mostly activators; 350,000 compounds, 2.9% hits; AID 624296, 2012; further: potency means the concentration at half of the fitted maximal effect; % of control where 0% means no effect; nearly all actives have a fitted effect of over 50% in size
HT1080 IDH1KD tx – qHTS for induction of synthetic lethality in tumor cells producing 2HG: qHTS for the HT-1080-IDH1KD cell line | HT-1080 IDH1 knockdown viability, ATP luminescence, 48 h | Potency, µM (doses to about 46.1 µM), inactives show top-dose activity, negative = toxicity, hits mostly cytotoxic | 360,000 compounds, 2% hits | AID 686971, 2013;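 further: potency means the concentration at half of the fitted maximal effect; 0% = DMSO wells and -100% = cell-free medium wells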
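After a 2 h attachment period, IDH1KD HT-1080 cells took pin-transferred compound for 48 h at 37 °C; ATP-based luminescence after 10 min room-temperature reagent incubation reported viability.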
HEK293 tox – qHTS of GLP-1 Receptor Inverse Agonists: Cytotox Screen; Potency, µM (doses to about 38.3 µM), without a hit: top-dose activity change, negative = inhibition, usual class: inhibitors; AID 624418, 2012; HEK293 cAMP-luciferase reporter cells, luminescence, 24 h; 410,000 compounds, 0.13% hits;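 further: loss of luciferase light is scored as toxicity; potency means the concentration at half of the fitted maximal effect; on the % scale 0 is the no-effect control and ±100 the full control effect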
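Quantitative HTS format, 1536 wells, 200 cells/uL seeded. Compounds: 23 nL, 24 h, 37 °C. Detection: luciferase reagent, luminescence at 12 min RT; decreased signal taken as cytotoxic.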
KB-3-1 tox – qHTS assay for MDR1-selective chemotherapeutics: Primary screen using the parental adenocarcinoma cell KB-3-1. KB-3-1 viability, CellTiter-Glo ATP luminescence, 72 h. AID 1347075, 2019. 400,000 compounds, 1.4% hits. Potency, µM (series often up to 46.1 µM), for the others: at the top dose activity change, negative = cytotoxic, hits mostly cytotoxic; further: potency means the concentration at half of the fitted maximal effect; on the % scale 0 is the no-effect control and ±100 the full control effect; nearly all actives have a fitted effect of over 60% in size
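KB-3-1 cells, DMEM (no phenol red) + 10% FBS; compound by pin transfer, 72 h, 37 °C. Readout: CellTiter-Glo luminescence after 10 min. Data normalized, curve-fitted.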
Active calls of the source: *; i = inactive; ? = inconclusive; . = no result given; [ ] = another dose, or the depositor's remark. Unless noted, the call rests on the fitted dose curve; in most records, active means well fitted curve in the direction sought with a large enough effect; inconclusive means small, poorly fitted or top-dose-only effect, or another doubt; inactive means no such curve, though single readings can be large; an effect the other way counts as inactive or inconclusive. Compounds as they come. Share with any hit: about 11%.

compound,HT1080-NT tox,KB-V1 MDR tox,SW480 rereplic,IL1B secr inh,D3 ag,MCF10A rerep,HT1080 IDH1KD tx,HEK293 tox,KB-3-1 tox
Cc1ccc(C)c(N2CCN(C(=O)C3CCCN(S(=O)(=O)c4c(C)[nH]c(=O)[nH]c4=O)C3)CC2)c1 (stereo unspecified),-1%,4%,-8%,3,3,-13%,-1%,7%,25%
C=C(C)CSc1nnc(-c2cccc(Cl)c2)n1N,1%,8%,-1%,?,0,0%,8%,14%,7%
O=C(NC1CCCCCC1)c1ccc(CS(=O)c2ccc(Br)cc2)o1 (stereo unspecified),.,-9%,.,.,-14,.,.,16%,14%
COc1ccc2c(c1)c1c(c(=O)n(-c3ccccc3C)c(=O)n1C)n2C,.,0%,.,.,-8,.,.,-3%,12%
Fc1ccc(-n2cc(CNCCc3cccnc3)c(-c3ccccc3Cl)n2)cc1,21µM*,?,-5%,-76*,-4,16%,?,-5%[0.307 µM],?
COc1ccc(OC)c(CNc2ncc(-c3cccc([N+](=O)[O-])c3)n2C)c1,-4%,-24%,9%,?,-12,5%,-2%,-23%,-26%
CSc1nc(=O)n(CCC#N)nc1SC,?,3%,.,29,-16,.,?,3%,0%
CCOC(=O)N1CCN(C(=O)Nc2ccc3nc(-c4ccccn4)c(-c4ccccn4)nc3c2)CC1,1%,18%,-1%,0,6,-3%,1%,90%[activator],0%
CC/C(=N\NC(=O)CNC(=O)/C=C/c1ccc(OC)cc1)c1ccccc1,-13%,-13%,-3%,3,3,3%,7%,-6%,0%
COc1ccc(Nc2nc3c(C)cccc3cc2C#N)c(OC)c1,1%,-2%,19%,4,7,3%,1%,-2%,6%
Cc1onc(-c2ccccc2)c1C(=O)N/N=C/c1ccc([N+](=O)[O-])s1,-8%,?,?,-13,-11,?,?,?,-10%
CC(C)c1cc(C(=O)N2CCCC(CCC(=O)N3CCN(c4ccccn4)CC3)C2)no1 (stereo unspecified),-11%,?,24%,12,13,1%,-1%,-14%,0%
CCC1CCCCN1S(=O)(=O)c1cc2c3c(c1)CC(=O)N3CCC2 (stereo unspecified),.,2%,.,.,-11,.,.,1%,13%
CC12CCC(=O)N1C(C(=O)Nc1nc(-c3ccccc3)cs1)CS2 (stereo unspecified),-4%,-17%,-7%,7,0,2%,7%,9%,2%
O=C(CN1C(=O)C2CCCN2c2ncc(Cl)cc21)NCc1ccc2c(c1)OCO2 (stereo unspecified),-21%,-10%,1%,-18,-4,14%,-27%,-6%,-1%
O=C(CN1CCSc2ccccc21)N1CCN(c2cccc(Cl)c2)CC1,.,?,.,.,-3,.,.,5%,?
Cn1c(N)c(C(=O)COC(=O)CCC2CCCCC2)c(=O)n(C)c1=O,-7%,1%,0%,-4,15,-3%,-8%,19%,-11%
CCOc1cc(C(=O)N2CCCC2)cc(OCC)c1OCC,0%,1%,5%[9.22 µM],-6,1,5%,1%,73%,15%
COc1ccc(OCC(O)CN2C(=O)c3ccccc3C2=O)cc1 (stereo unspecified),?,13%,?,-6,-6,?,25%,3%,0%
Cc1nn(Cc2ccccc2)c(Cl)c1/C=C/C(=O)OCC(=O)NC(C)C(C)C (stereo unspecified),0%,-4%,-2%,-17,2,2%,-7%,-23%,3%
Cc1cccc(C(=O)N(Cc2nc(-c3ccc(Cl)cc3)no2)C(C)C)c1,.,9%,.,.,-8,.,.,29%,-21%
Cc1cc2c(cc3c(SCc4ccc(Cl)cc4)nnc(C)n32)o1,.,-2%,.,.,8,.,.,-3%,15%
COc1ccc(C2CC(c3ccccc3)=NN2C(=O)CN2CCN(Cc3ccccc3)CC2)cc1 (stereo unspecified),10%,23µM*,11%,-66*,-17,-1%[9.22 µM],5%,-4%,?
COc1ccc(-c2noc(CN3CCN(c4ccccc4OC)CC3)n2)cc1OC,.,-8%,.,.,-15,.,.,2%,6%
CCCCN=Cc1sc2ccc(OCC)cc2c1O,14%,-4%,1%,-19,-1,1%,0%,-33%,15%
Cc1ccc2nc(N/C(=N/S(=O)(=O)c3ccc(F)cc3)c3ccccc3)sc2c1,-14%,2%,2%,35,4,15%,-4%,-14%,6%
CCCn1c(N)c(N(CCOC)C(=O)c2cc3c(s2)CCCCC3)c(=O)[nH]c1=O,8%,0%,-4%,9,1,3%,6%,7%,-3%
CCOc1nc2ccccc2nc1NS(=O)(=O)c1ccc(Cl)cc1,0%,-8%,-16%,0,4,11%,0%,2%,-1%
Cc1[nH]c(C)c(S(=O)(=O)Nc2cccc(Cl)c2C)c1C(=O)N1CCCCC1,-15%,-12%,1%,?,-5,-2%,-10%,-10%,2%
COc1cc(/C=N/NC(=O)c2cccc(S(=O)(=O)N3CCOCC3)c2)cc(OC)c1O,9%,12%,-15%[1.84 µM],8,8,12%,3%,-3%,4%
CS(=O)(=O)c1ccc(Cl)c(NC(=O)Cc2c(Cl)cccc2Cl)c1,0%,-3%,-8%,-7,-1,-2%,6%,9%,-10%
CN1CCN(c2ccccc2NC(=O)c2cc3c(s2)-c2ccccc2OC3)CC1,-5%,-15%,5%,.,-9,?,-6%,8%,-16%
O=C(CCS(=O)(=O)c1cc2c(cc1Cl)NC(=O)CO2)NCc1ccc(Cl)cc1,.,-4%,.,.,-4,.,.,1%,0%
COc1ccc(Cl)cc1NC(=O)c1nnn(CC(=O)Nc2ccc3c(c2)OCO3)c1N,0%,?,-4%,-20,5,1%,-2%,-5%,1%
Cc1n[nH]c(=S)n1-c1ccc(Cl)cc1,-4%,-5%,6%,-14,3,?,6%,-2%[7.66 µM],11%
CCOC(=O)C1=C(O)C(=O)N(Cc2cccnc2)C1c1ccc(OC)cc1 (stereo unspecified),20%,-1%,?,17,12,1%,13%,-7%,-16%
CC1CC(C)CN(CCCNS(=O)(=O)c2ccc3c(c2)oc(=O)n3C)C1 (stereo unspecified),1%,-23%,0%,i,1,0%,6%,7%,?
O=C(OCc1ccccc1)c1ccc(-c2nnn(Cc3ccccc3F)n2)cc1,.,-3%,.,.,3,.,.,4%,2%
O=C(O)c1ccccc1C(=O)c1ccc2oc(=O)[nH]c2c1,16%,-5%,-7%,6,-1,5%,19%,-3%,-7%
Cc1nc2c(OCCOc3ccccc3)cccn2c1N(C)C(=O)CCC1CCCC1,-20%,-29%,.,146,0,.,-12%,8%,?
CC(C)NC(=O)C1(C)CCN1C/C=C/c1ccccc1 (stereo unspecified),13%,1%,.,21,-8,.,16%,5%,0%
COc1ccc(C(=O)NNc2ncnc3c2cnn3-c2ccc(C)c(Cl)c2)cc1,.,9%,.,.,-7,.,.,-4%,-2%
Cc1cc(NC(=O)CSc2cc(Cl)ccc2Cl)n(-c2ccccc2)n1,-8%,-24%,3%,-8,3,8%,-9%,3%,-27%
OCC1(Cc2ccc(Cl)cc2)CCN(CCCc2ccccc2)CC1,?,-14%,18µM*,-77*,7,?,?,?,-10%
CC1(C(=O)NS(=O)(=O)c2ccccc2Cl)CCN1C(=O)c1ccccc1 (stereo unspecified),?,3%,.,-17,8,.,9%,-25%,0%
Cc1ccc(-c2csc(NC(=O)C3CSC4(C)CCC(=O)N34)n2)cc1 (stereo unspecified),6%,?,-6%,13,-9,10%,4%,-27%,-2%
Cc1ccccc1C(=O)N1CCN(c2ccccn2)CC1,18%,-6%,1%,-11,0,-1%,19%,1%,-1%
CCOc1ccc2oc(C(=O)N(Cc3nnc(-c4ccccc4Cl)o3)C3CC3)c(C)c2c1,3%,?,-2%,-4,23,13%,4%,-20%,-13%
COc1ccc(-c2noc(CN(C)C(=O)Nc3ccccc3)n2)cc1,0%,3%,7%,-1,0,3%,-2%,-18%,-5%
Cc1cc(NC(=O)CCOc2ccc(F)cc2)no1,5%,15%,0%,41,-12,-4%,-2%,-1%,10%
CC(C)NC(=O)N1CCN(c2ccncc2S(=O)(=O)N2CCCCC2)CC1,10%,?,0%,36,3,1%,5%,?,-4%
O=S(=O)(c1ccccc1)c1nnn2c1nc(NC1CCN(Cc3ccccc3)CC1)c1ccccc12,-11%,18%,-5%,?,-8,10%,-1%,-15%,?
Cc1cc(=O)n(CCO)c(O)c1C#N,16%,8%,-4%,16,-3,2%,9%,0%,12%
COCc1ccc(CN2CCC(n3nccc3NC(=O)CCCc3ccccc3)CC2)o1,20%,-1%,-3%,0,-7,5%,6%,-2%,?
CSc1ccc(CNCc2ccc3c(c2)OCO3)cc1,-2%,0%,-4%,-28,-17,7%,6%,-2%,25%
CCc1nc2ccc(C(=O)Nc3cccc(NS(C)(=O)=O)c3)cn2c1N(CC)Cc1cccc(Br)c1,23µM*,?,.,-70*,-12,.,?,-19%,?
